FH mod: Identification of activators of human fumarate hydratase by quantitative high-throughput screening; FH coupled MDH/diaphorase resazurin fluorescence, 15 min; Potency, µM (titrated, usually from 79.9 µM), inactives show at the highest dose activity change, negative = inhibition, hits mostly inhibitors; hit rate 0.22% among 54,000; note: potency is the fitted concentration of half-maximal effect; % is set by controls: 0 for no effect and ±100 for the full control effect; the screen sought activators but most active calls are inhibition curves; nearly all actives have a fitted effect of over 45% in size
Target sequence (P07954 whole entry, looked up): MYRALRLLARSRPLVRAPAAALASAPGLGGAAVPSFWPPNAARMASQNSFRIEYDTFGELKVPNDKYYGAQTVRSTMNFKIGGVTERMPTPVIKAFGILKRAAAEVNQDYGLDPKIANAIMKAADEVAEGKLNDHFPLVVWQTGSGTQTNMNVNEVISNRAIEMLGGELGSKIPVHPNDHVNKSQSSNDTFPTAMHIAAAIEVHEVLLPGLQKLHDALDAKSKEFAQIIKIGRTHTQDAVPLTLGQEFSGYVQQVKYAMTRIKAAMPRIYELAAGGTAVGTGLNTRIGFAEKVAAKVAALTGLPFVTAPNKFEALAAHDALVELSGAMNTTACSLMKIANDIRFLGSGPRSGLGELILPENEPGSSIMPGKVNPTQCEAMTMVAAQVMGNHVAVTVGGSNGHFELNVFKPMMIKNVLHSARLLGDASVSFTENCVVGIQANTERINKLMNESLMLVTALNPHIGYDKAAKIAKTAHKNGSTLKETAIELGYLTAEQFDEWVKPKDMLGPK
p53null 32C tox: qHTS Screen for Compounds that Selectively Target Cancer Cells with p53 Mutations: Cytotoxicity of p53 Null Cells at the Permissive Temperature; H1299-neo p53 null cells, ATP luminescence, 24 h, 32C; Potency, µM (series often up to 46.1 µM), for the others: top-dose activity change, negative = cytotoxicity, hits mostly cytotoxic; hit rate 0.62% among 55,000; AID 903, 2007;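 note: potency is the fitted concentration of half-maximal effect; 0% = DMSO only and -100% = full killing by 100 µM tamoxifen; nearly all actives have a fitted effect of over 55% in size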
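Cytotoxicity: H1299-neo (no p53), 32C, 24 h treatment. Concentrations up to 46 uM. Readout cellular ATP, luminescence. Normalization to DMSO basal and tamoxifen 100 uM maximal kill.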
B2AR arrestin ag: qHTS assay of beta-arrestin-biased ligands of beta2-adrenergic receptor: NCGC Sytravon Library Screen; Potency, µM (top dose mostly 46.1 µM), for inactives: top-dose activation, actives largely listed as activators; HTLA Tango cells, beta-arrestin recruitment, luciferase luminescence, 18 h; Beta-2 adrenergic receptor (Homo sapiens), P07550; 44,000 tested, under 10 active;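 note: potency is the fitted concentration of half-maximal effect; 0% = DMSO and full agonism = EC100 isoproterenol or metaproterenol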
Target sequence (P07550 whole entry, looked up): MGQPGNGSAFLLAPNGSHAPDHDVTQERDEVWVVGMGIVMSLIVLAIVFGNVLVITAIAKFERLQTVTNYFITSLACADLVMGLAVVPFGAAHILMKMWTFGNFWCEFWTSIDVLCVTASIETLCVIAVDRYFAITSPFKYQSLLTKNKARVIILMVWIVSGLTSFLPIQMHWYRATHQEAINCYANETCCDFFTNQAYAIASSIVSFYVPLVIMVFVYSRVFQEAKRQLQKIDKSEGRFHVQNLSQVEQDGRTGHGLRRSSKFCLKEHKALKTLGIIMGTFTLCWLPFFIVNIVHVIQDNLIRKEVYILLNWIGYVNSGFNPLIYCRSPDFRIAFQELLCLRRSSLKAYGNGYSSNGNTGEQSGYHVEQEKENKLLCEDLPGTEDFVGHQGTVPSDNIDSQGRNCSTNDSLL
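Receptor–beta-arrestin recruitment read by tTA-responsive luciferase: compound titrations (up to 46 µM) incubated 18 h with Tango cells, then luminescent substrate 15 min at room temperature. Concentration-response fits classified by r2, efficacy and activity.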
NTMT1 inh: Primary qHTS for Inhibitors of N-terminal methyltransferase 1 (NTMT1): MTaseGlo Assay; N-terminal Xaa-Pro-Lys N-methyltransferase 1 (Homo sapiens), Q9BV86; NTMT1 MTase-Glo SAH luminescence, purified enzyme; Potency, µM (top dose mostly 114 µM), for inactives: at the top dose activity change, negative = inhibition, actives largely listed as inhibitors; hit rate 2.5% among 59,000; AID 1645870, 2021;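 note: potency is the fitted concentration of half-maximal effect; plate controls were DMSO vehicle for no effect and no enzyme for full effect; nearly all actives have a fitted effect of over 65% in size; many of its hits are not listed in these tables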
GALK inh: qHTS Assay for Inhibitors of Human Galactokinase (GALK): NCGC Sytravon Library Screen; P51570; recombinant GALK, Kinase-Glo ATP luminescence, 1 h; Potency, µM (highest dose often 57.5 µM), without a hit: top-dose activity, negative = inhibition, actives largely listed as inhibitors; 44,000 tested, under 10 active; AID 1347072, 2019;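 note: plate controls were full GALK reaction for no effect and reaction lacking GALK for full effect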
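Luminescent ATP-depletion readout (Kinase-Glo Plus) after 1 h room-temperature incubation of human GALK (5 nM) with galactose 100 µM and ATP 35 µM, pH 8.0 HEPES/Mg2+ buffer; compounds tested in qHTS format.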
PTAP-TSG101 blk: qHTS Validation Assay for Inhibitors of HIV-1 Budding by Blocking the Interaction of PTAP/TSG101: Sytravon Library Screen; AID 1347069, 2019; Fluorescence polarization, FITC-PTAP peptide/Tsg101, 20 min; 44,000 tested, under 10 active; Potency, µM (highest dose often 115 µM), for the others: at the highest dose activity change, negative = inhibition, most hits filed as inhibitors; note: potency is the fitted concentration of half-maximal effect; 0% is about no effect
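Steps: Tsg101 binding domain (10 uM final) in HEPES pH 7.5/NaCl/Tween 20/EDTA/TCEP; add compound; add FITC-PTAP peptide (50 nM final); incubate 20 min r.t.; read polarization.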
p53null 39C kill: qHTS Screen for Compounds that Selectively Target Cancer Cells with p53 Mutations: Cytotoxicity of p53 Null Cells at the Nonpermissive Temperature | H1299 p53-null (neo) cells, 39C, ATPlite viability, 24 h | Potency, µM (top dose mostly 46.1 µM), for inactives: at the top dose activity, negative = cell killing, hits mostly cytotoxic | hit rate 0.97% among 55,000 | AID 904, 2007;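 note: potency is the fitted concentration of half-maximal effect; 0% = DMSO only and -100% = full killing by 100 µM tamoxifen; nearly all actives have a fitted effect of over 50% in size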
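Temperature-shift cytotoxicity format: compound titrations on p53-null or A138V-expressing H1299 cells held 24 hr at 39C, cell ATP then measured, AC50 from Hill model.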
The depositor's hits bear a star; ? = inconclusive; · = no result given; [ ] = remark or other dose. Calls come from the whole dose curve; as a rule, active = well fitted curve in the direction sought with a large enough effect; inconclusive = small, poorly fitted or top-dose-only effect, or another doubt; inactive = no such curve, though single readings can be large; an effect the other way counts as inactive or inconclusive. An excerpt; the hit share may differ from the screen's.

SMILES,FH mod,p53null 32C tox,B2AR arrestin ag,NTMT1 inh,GALK inh,PTAP-TSG101 blk,p53null 39C kill
Cn1cc(S(=O)(=O)N2CCCCC2)cc1C(=O)Nc1cccc(C#N)c1,-13.9%,10.3%,0.9%,17.0%,-1.9%,0.2%,1.8%
COc1ccc(NC(=O)c2cnn(-c3ccc(C)cc3)c2-n2cccc2)cc1Cl,·,-5.9%,1.4%,·,0.4%,-2.5%,22.2%
COc1ccc(/C=C/c2noc(-c3ccccc3O)n2)cc1OC,-16.8%,-5.2%,-0.2%,-1.2%,0.7%,1.8%,-20.7%
CCOC(=O)c1[nH]c(C)c(CCC(=O)Nc2ccc(N(CC)CC)cc2C)c1C,-12.8%,10.0%,1.6%,-23.8%,3.2%,2.7%,0.2%
COC(=O)c1ccc(OCC2c3cc(OC)c(OC)cc3CCN2C(=O)c2ccc(F)cc2)cc1 (stereo not drawn),-25.3%,8.6%,1.1%,0.0%,-6.7%,-9.5%,11.5%
COc1ccc(NC(=O)CN2C(=O)COc3ccc(S(=O)(=O)N4CCOCC4)cc32)cc1,-8.0%,14.5%,1.0%,-0.2%,-3.8%,0.2%,-9.5%
COc1ccc(-c2cnc(C)o2)cc1S(=O)(=O)Nc1ccc(F)cc1F,-28.0%,7.7%,0.3%,-7.6%,2.9%,-2.4%,-8.6%
Cc1cc(Br)ccc1NC(=O)C1CCCN(S(=O)(=O)c2cccc3nonc23)C1 (stereo not drawn),-6.2%,-7.4%,0.3%,8.4%,1.0%,3.7%,-21.0%
O=C1CCc2cc(S(=O)(=O)NCc3ccccc3)cc3c2N1CC3,-9.7%,-2.0%,0.3%,-2.5%,2.2%,1.4%,-3.2%
Cc1ccc(NC(=O)Cn2c(=O)n(CCCCC(=O)NCCc3ccccc3)c(=O)c3ccccc32)c(C)c1,-1.0%,4.5%,1.0%,-4.8%,2.4%,-1.2%,-5.9%
COc1ccc(-c2nn3c(-c4ccccc4)nnc3c3ccccc23)cc1,-18.4%,2.9%,-0.5%,-5.6%,-0.6%,-1.5%,13.1%
COc1cccc(CNC(=O)Cn2c(=O)cc(C(F)(F)F)c3c(C)nn(C)c32)c1OC,-10.3%,4.0%,-0.2%,-4.5%,-1.5%,-12.9%,-15.6%
COc1cccc(CNC(=O)C2CCN(Cc3cc4ccccc4n3Cc3ccc(C)cc3)CC2)c1,-19.9%,17.7%,-3.4%,11.1%,-7.6%,-0.8%,16.1%
Cc1c(C(=O)OC2CCCCCC2)[nH]c2c1C(=O)CC(c1ccc(Cl)cc1)C2 (stereo not drawn),5.1%,-3.0%,-1.6%,0.7%,1.5%,-0.9%,-6.9%
O=C(Cn1cc(SCc2ccccc2)c2ccccc21)N1CCCCC1,-14.8%,23.4%,-0.9%,-2.4%,0.0%,-4.6%,-4.6%
COc1cccc(-n2c(=O)c3c4c(sc3n(Cc3ccc(C)cc3)c2=O)CCCC4)c1,-0.7%,1.2%,0.4%,15.4%,-1.9%,2.7%,6.7%
Cc1cc(C)c2c(CC(=O)N(Cc3ccc(N(C)C)cc3)Cc3ccco3)coc2c1,-23.9%,13.2%,-1.8%,1.1%,1.5%,-15.2%,39.5%[activator]
CN(C(=O)NCc1noc2ccccc12)c1cccc(Cl)c1,2.4%,0.2%,2.3%,?,-0.5%,-1.2%,-6.9%
O=C(COc1ccc(Cl)cc1)Nc1nnc2n1CCS2,19.4%,-4.9%,-0.1%,7.1%,3.9%,1.6%,1.9%
Cc1cccc(N2CCN(C(=O)c3cc4ccc5cccnc5c4[nH]3)CC2)c1C,-25.6%,24.5%,-0.8%,2.9%,-2.8%,1.5%,23.6%
COc1ccc(C2=CC(c3ccccc3F)n3ncc(C(=O)Nc4ccc(C)cc4)c3N2)cc1 (stereo not drawn),-30.6%,0.4%,-0.2%,?,-1.7%,-0.3%,7.4%
Cc1ccc(CNC(=O)Cn2cc(S(=O)(=O)Cc3ccccc3F)c3ccccc32)cc1,-14.6%,-13.8%,2.7%,5.5%,1.4%,-1.6%,?
CCOc1ccc(C2CC(=O)Nc3cc4c(cc32)OCO4)cc1OC (stereo not drawn),-4.3%,3.3%,0.5%,2.1%,1.3%,-5.2%,-6.1%
Cc1cccc(C)c1NC(=O)Cn1nnc(C(=O)NCc2ccc(F)cc2)c1N,5.1%,10.0%,-0.6%,-14.3%,0.4%,0.5%,-9.8%
COc1cccc(NC(=O)Nc2cc(-c3cn4cccnc4n3)ccc2OC)c1,-8.9%,15.8µM*,0.7%,-8.8%,0.0%,-5.0%,7.94µM*
Cc1ccc(CNC(=O)c2nn(-c3ccc(Cl)cc3)nc2CO)cc1,-0.7%,-2.6%,-1.0%,13.5%,-12.7%,1.4%,-18.4%
Cc1ccc(C)c(N2CCN(C(=O)c3ccc(NC(=O)c4nsc5ccccc45)cc3)CC2)c1,-29.2%,-17.8%,0.1%,-14.9%,-1.7%,1.3%,7.5%
CN(Cc1ccccc1)C(=O)c1c[nH]c2ccc(S(=O)(=O)Nc3ccccc3F)cc2c1=O,2.9%,14.0%,0.4%,?,-1.0%,-2.6%,-1.7%
COc1cccc(-c2nnc3n(CCc4ccccc4)c(=O)c4ccccc4n23)c1O,?,-1.5%,0.4%,-6.5%,0.2%,0.6%,6.2%
COc1ccc(NC(=O)Cn2nnc(-c3nc(-c4ccncc4)no3)c2N)cc1OC,9.1%,-2.5%,0.7%,?,-3.5%,0.0%,7.2%
Cc1ccc(S(=O)(=O)n2nc(-c3ccccc3)nc2NCc2ccccc2Cl)cc1,-23.9%,-2.1%,-1.4%,0.1%,0.0%,0.0%,-28.7%
COc1ccccc1NC(=O)Cn1c(=O)n(CCc2ccccc2)c(=O)c2sc3ccccc3c21,-2.7%,-4.9%,1.0%,13.8%,-12.6%,-4.4%,-12.5%
CCC(Sc1nc2ccccc2c2nc(CCc3c(C)n[nH]c3C)nn12)C(=O)Nc1ccccc1F (stereo not drawn),-10.4%,-1.0%,-2.9%,-6.4%,-2.3%,-5.9%,11.8%
CC(C)Sc1ncc(Cl)c(C(=O)Nc2ccc(S(=O)(=O)Nc3ncccn3)cc2)n1,2.9%,-8.2%,-1.8%,0.8%,-3.2%,-2.6%,-16.8%
COc1cc(NC(=O)Cn2c(=O)n(CC3CCC(C(=O)NCCc4ccccc4)CC3)c(=O)c3ccccc32)cc(OC)c1 (stereo not drawn),-6.5%,8.5%,-1.8%,4.0%,4.6%,3.7%,-6.3%
CCOC(=O)c1cc(-c2ccc(F)cc2)n(CCC(=O)Nc2ccccc2OC)c1C,-18.8%,-7.9%,-0.8%,-5.3%,2.2%,-1.2%,3.5%
CC(C(=O)NCc1ccc(Cl)cc1)n1ccc2cc(S(=O)(=O)N3CCCCCC3)ccc21 (stereo not drawn),-25.5%,14.3%,-0.2%,25.3%,0.7%,1.0%,?
CCS(=O)(=O)CCSc1nc(-c2ccc(Br)cc2)cc(-c2ccccc2)c1C#N,-22.7%,2.1%,-0.3%,-1.4%,-3.1%,-2.3%,-14.4%
CCCSc1nc2sc3c(c2c(=O)n1Cc1ccccc1)CC(C)(CC)OC3 (stereo not drawn),-2.6%,6.8%,-1.3%,25.3%,0.2%,2.1%,29.8%
O=C(NCc1ccc(F)cc1)c1ccc2c(c1)nc1n2CCCCC1,0.2%,-21.3%,0.3%,8.2%,-0.7%,-7.9%,-36.1%
CCOC(=O)c1ccc(NC(=O)c2csc3c2CCCC3)cc1,?,-5.7%,0.5%,?,5.3%,-0.7%,-28.1%
CCc1cccc(C)c1Nc1c(-c2ccsc2)nc2ncccn12,-5.7%,-2.6%,1.8%,-5.2%,-9.5%,-4.3%,?
CCC1CN(C(=O)N2CCC(C(=O)NCCc3ccccc3Cl)CC2)c2cc(C)ccc2O1 (stereo not drawn),-32.6%,13.4%,0.3%,-20.0%,3.8%,-1.6%,30.8%[activator]
COC(=O)c1cc2sc(C)cc2n1Cc1ccc(F)cc1Cl,-8.7%,2.0%,-0.4%,-5.0%,?,2.0%,-2.6%
Cc1cc(NS(=O)(=O)c2ccc3nc(-c4ccccc4)[nH]c3c2)ccc1Br,?,15.5%,0.8%,?,?,-0.3%,?
O=C(CC1N=C2c3ccccc3N=C(SCc3ccccc3Cl)N2C1=O)NCCc1ccccc1 (stereo not drawn),-41.8%,24.4%,-1.7%,-1.7%,-7.2%,5.0%,1.4%
Cc1ccc(C)c(CN2C(=O)CSc3ccc(C(=O)NCc4ccc(F)cc4)cc32)c1,4.2%,-8.7%,0.6%,1.9%,3.6%,1.7%,-3.2%
COc1ccc(C2C(C(=O)Nc3ccccc3)=C(C)Nc3nc(-c4ccccc4Cl)nn32)cc1OC (stereo not drawn),-16.3%,-1.3%,7.6%,5.8%,-0.5%,-3.3%,16.8%
CCCOc1cccc(C(=O)Nc2ccc(-c3nc4ccccc4s3)c(Cl)c2)c1,-23.7%,5.4%,0.5%,7.0%,0.0%,1.0%,-10.5%
Cc1cccc(N2CCN(C(=O)c3ccc4c(Cl)c5c(nc4c3)CCCC5)CC2)c1C,-17.5%,1.1%,0.6%,3.5%,0.6%,-3.2%,-6.1%
Cc1c(Cl)cccc1NC(=O)Cn1c(=O)n(Cc2ccco2)c(=O)c2sc3ccccc3c21,-17.9%,0.0%,0.0%,?,6.9%,4.4%,-16.0%

Some of these compounds in order of number of heavy atoms, ascending:
SMILES,FH mod,p53null 32C tox,B2AR arrestin ag,NTMT1 inh,GALK inh,PTAP-TSG101 blk,p53null 39C kill
COc1cccc(NC(=O)Nc2cc(-c3cn4cccnc4n3)ccc2OC)c1,-8.9%,15.8µM*,0.7%,-8.8%,0.0%,-5.0%,7.94µM*
Cc1cccc(N2CCN(C(=O)c3ccc4c(Cl)c5c(nc4c3)CCCC5)CC2)c1C,-17.5%,1.1%,0.6%,3.5%,0.6%,-3.2%,-6.1%
COc1ccc(NC(=O)CN2C(=O)COc3ccc(S(=O)(=O)N4CCOCC4)cc32)cc1,-8.0%,14.5%,1.0%,-0.2%,-3.8%,0.2%,-9.5%
